Keap1-Nrf2 PPI – Keap1-Nrf2 protein-protein interaction inhibitors, primary screen, biochemical, fluorescence polarization, single point; AID 504523, 2011; inhibition, % at 9.4 µM; Kelch-like ECH-associated protein 1 (Homo sapiens), Q14145; hit rate 0.15% among 340,000; Keap1 Kelch-Nrf2 peptide fluorescence polarization, 1536-well; in the data active = inhibition above about 12%;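 note: human Keap1 Kelch domain with fluorescein labeled Nrf2 9mer peptide probe; 0% = neutral control wells and 100% = peptide positive control; higher means more block of Keap1 binding to Nrf2 peptide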
Target sequence (Q14145 whole entry, looked up, the tested form may be a part): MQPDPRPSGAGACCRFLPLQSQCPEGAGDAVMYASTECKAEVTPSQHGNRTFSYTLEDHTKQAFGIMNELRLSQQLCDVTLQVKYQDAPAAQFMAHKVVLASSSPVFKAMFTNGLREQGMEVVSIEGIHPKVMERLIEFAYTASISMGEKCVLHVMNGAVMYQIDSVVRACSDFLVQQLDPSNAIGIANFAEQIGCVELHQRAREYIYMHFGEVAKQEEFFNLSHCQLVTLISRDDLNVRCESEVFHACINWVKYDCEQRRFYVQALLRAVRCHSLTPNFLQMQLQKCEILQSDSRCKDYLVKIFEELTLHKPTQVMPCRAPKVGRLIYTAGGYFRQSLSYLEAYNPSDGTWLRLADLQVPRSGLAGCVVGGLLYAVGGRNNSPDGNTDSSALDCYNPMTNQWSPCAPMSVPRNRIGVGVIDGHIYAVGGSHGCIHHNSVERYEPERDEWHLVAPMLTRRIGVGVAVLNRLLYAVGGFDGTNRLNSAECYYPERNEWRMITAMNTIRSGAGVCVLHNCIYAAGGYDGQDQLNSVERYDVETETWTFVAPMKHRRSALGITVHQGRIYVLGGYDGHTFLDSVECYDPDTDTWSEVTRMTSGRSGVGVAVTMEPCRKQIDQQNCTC
CAL PDZ FP-1 – CAL PDZ peptide-binding inhibitors, primary screen, biochemical, fluorescence polarization, Cer-tagged CAL PDZ, HTS | purified CAL PDZ, TMR-peptide fluorescence polarization, 1 h | inhibition, % at 20 µM | Golgi-associated PDZ and coiled-coil motif-containing protein (Homo sapiens), Q9HD26 | AID 504414, 2011 | hit rate 0.02% among 330,000;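 active = highest replicate inhibition of at least 40%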;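 note: plate controls were DMSO neutral control wells for no effect and unlabeled competitor peptide control wells for full effect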
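Assay system – tagged CAL PDZ protein CerCALP, purified · Timing – 1 h at RT · Compound – single point, 20 µM · Measured by – fluorescence polarization from S- and P-plane intensities, G-factor corrected · Evaluation – inhibition from polarization loss · Probe or stimulus – TMR reporter peptide T*-PRC34 · Buffer or medium – pH 7.4 phosphate-saline buffer, reducing agent, detergent, IgG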
RTF Ca sens inh – cardiac RTF calcium sensitivity inhibitors, primary screen, biochemical, IANBD-TnC fluorescence, EC70 calcium. hit rate 0.12% among 340,000. inhibition, % at 7.15 µM. IANBD-labeled cardiac RTF, Ca2+ fluorescence. AID 493244, 2011;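 active = inhibition above the mean inhibition of all tested compounds plus 3 SD, cut at about 17% in these data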;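 note: assay run at fixed EC70 calcium of 1.6 mM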
NSD2 HMT inh – NSD2 histone methyltransferase inhibitors, primary screen, biochemical, AlphaScreen, single concentration, set 2. hit rate 0.54% among 310,000. AID 743445, 2014. inhibition, % at 12.5 µM. NSD2 peptide methylation, 120 min. Histone-lysine N-methyltransferase NSD2 (Homo sapiens), O96028; in the data active = inhibition above about 50%
V-ATPase pHluor – regulators of yeast V-ATPase proton pumping, primary screen, pHLuorin cytosolic pH fluorescence; S. cerevisiae; response, % at 10 µM; hit rate 0.37% among 350,000; in the data active = response mostly above about 7.3%, no sharp cut-off; inactive = mostly below about 5.4%; note: actives read high; inactives centre near 0; some compounds called inactive have numbers as strong as hits; reference of the scale not given here
DAGLB inhibitor – DAGLB lipase inhibitors, primary screen, biochemical, fluorescence, HTS; Diacylglycerol lipase-beta (Homo sapiens), Q8NCG7; HEK293T DAGLB membrane lysate, EnzChek fluorogenic substrate; inhibition, % at 5.17 µM; hit rate 0.059% among 340,000; AID 504411, 2011; in the data active = inhibition above about 34%;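 note: 0% = enzyme with vehicle and 100% = wells lacking enzyme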
Arrestin-AP2 inh – inhibitors of beta-arrestin/AP2 binding, primary screen, biochemical, GPCR trafficking, flow cytometry; beta-arrestin 1 C-terminal peptide binding to AP2 beta2-adaptin appendage (human); FITC-arrestin peptide / GST-AP2 beads; AP2 beta2 appendage carries R879A mutation; inhibition, % at 10 µM; hit rate 0.31% among 340,000;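 active = inhibition above a set limit, near 3 SD of compounds lacking own fluorescence, cut at about 54% in these data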;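 note: plate controls were DMSO wells for no effect and 5 µM unlabelled arrestin peptide for full effect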
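test system = AP2 appendage R879A on GSH beads | buffer or medium = PBS plus Tween 20 (0.05%) and BSA (0.1%) | incubation = 12 min plus 1 h, RT | detection = bead flow cytometry, FITC channel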
DSG3 Ab inh – inhibitors of pemphigus antibody binding to DSG3, primary screen, biochemical, bead-based, flow cytometry, scFv-GFP; Desmoglein-3 (Homo sapiens), P32926; DSG3-coupled beads, scFv-anti-DSG3-GFP binding; hits give low values; binding (percent of control), % at 10 µM; hit rate 0.48% among 310,000; AID 588358, 2011;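 active = binding more than 3 SD below its plate's average and above zero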;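 note: hits lower antibody fragment binding to DSG3; some compounds called inactive have numbers as strong as hits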
C-LANA FP – inhibitors of KSHV C-LANA binding to DNA, primary screen, biochemical, fluorescence polarization, FAM-LBS DNA, MBP-C-LANA, single point. Kaposi's sarcoma herpesvirus LANA C-terminal domain (residues 932-1162) DNA binding. inhibition, % at 9 µM. hit rate 0.078% among 340,000. AID 504423, 2011;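 active = highest replicate inhibition at or above 60% at 9 µM, even if other replicates fall short; inactive = all replicates below 60% inhibition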;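 note: 0% = neutral control wells and 100% = 4 µM acridine orange control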
CAL PDZ FP-2 – untagged CAL PDZ binding inhibitors, primary screen, biochemical, fluorescence polarization, HTS. purified CAL PDZ, TMR-peptide fluorescence polarization, 1 h. inhibition, % at 24.9 µM. hit rate 0.92% among 300,000. AID 602252, 2012;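 active = mean inhibition of at least 30% with at least half of replicates also reaching 30%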;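 note: 0% = DMSO neutral control and 100% = excess unlabeled competitor peptide PRC23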
* = called active by the depositor; x = not tested or not shown. An excerpt, so the mix of outcomes need not match the whole.

SMILES	Keap1-Nrf2 PPI	CAL PDZ FP-1	RTF Ca sens inh	NSD2 HMT inh	V-ATPase pHluor	DAGLB inhibitor	Arrestin-AP2 inh	DSG3 Ab inh	C-LANA FP	CAL PDZ FP-2
CC(NC(=O)c1ccc(Cl)cc1)C1CC2CCC1C2 (centres undefined)	1	0.6	-2	-1	0	-4	21	126	1.5	-3
Cc1ccc(N(CC(=O)NC2CCCCC2)C(=O)CCC(=O)Nc2nccs2)cc1	-3	-3.0	0	-3	-3	0	2	x	0.1	-4
Cc1cccc2sc(NC(=O)c3cc(S(=O)(=O)N(C)C)ccc3N3CCCC3)nc12	4	-0.7	-8	-2	-4	3	23	94	2.0	5
C=CCOc1ccccc1/C=N/NC(=O)c1ccc(Cl)cc1Cl	-1	-0.6	-1	0	2	0	-3	103	-1.8	-2
CN1CCN(c2cc(=O)n(C3CCCCC3)c(=O)[nH]2)CC1	0	-0.8	-2	x	-6	-1	10	87	-1.1	x
Nc1c(Cl)cc(-c2csc(NCCc3nc4cc(Cl)c(Cl)cc4n3CCCO)n2)cc1Cl	-10	-0.3	-2	x	10	3	4	101	-1.3	-8
CN1CCc2ccccc2C1Cc1ccccc1NC(=O)c1sc2ccccc2c1Cl (centres undefined)	4	-2.1	2	-3	0	-9	-13	98	0.5	x
Cc1cc(NC(=O)COc2ccccc2C)ccc1NC(=O)c1cccs1	-1	-2.2	-3	x	x	-1	6	x	-0.9	-2
CCCCCN(C(=O)CCC(=O)OCC(=O)N(CC)C1CCCCC1)c1c(N)n(CCCC)c(=O)[nH]c1=O	-2	1.4	-22	-1	5	2	1	105	-1.5	0
Cc1ccc(-n2ncc3c(NCCCn4ccnc4)ncnc32)c(C)c1	-2	-0.7	-7	x	-2	1	10	104	0.6	x
O=C(O)c1cc(NC(=O)c2cccc(F)c2)cc(NC(=O)c2cccc(F)c2)c1	-6	-1.4	-2	-3	3	0	-7	118	-2.3	-2
O=C(O)C1SCCN1S(=O)(=O)c1ccc(N=NN2CCOCC2)cc1 (centres undefined)	-3	1.2	-9	-1	-1	-3	6	104	0.7	1
COC(=O)c1cc(=O)n(Cc2ccc(OC)cc2)c(=NCc2ccc(OC)cc2)s1	-3	-2.2	4	-3	-3	-3	5	92	0.6	1
CC(=O)Nc1ccc(C(=O)NN2C(=O)c3ccccc3C2=O)cc1	-8	-2.7	-4	-2	3	-2	-3	99	6.1	-2
O=C(CSc1nnnn1C1CCCCC1)N1CCN(C(=O)c2ccco2)CC1	-6	0.1	8	-1	-3	2	3	101	0.1	-3
COc1ccc(NC2=NC(=S)N(c3ccc(C)cc3)C23CCCCC3)cc1	1	0.4	-6	0	-4	-6	15	101	-0.6	-2
Oc1ccc2ccccc2c1CNc1ccc(Br)cn1	-2	-2.9	-2	-4	-1	-3	16	94	-1.7	21
CC[n+]1c(/C=C/c2ccc(OC(C)=O)c(OC)c2)ccc2ccccc21	-6	-0.3	-3	19	0	-2	-10	107	2.7	-2
COc1cccc(CN2CCC(Oc3ccc(C(=O)N4CCCCC4)cc3)CC2)c1O	-4	-1.0	2	58*	-4	0	7	97	-1.5	-1
CCN(C(=O)CSc1nc2c(cnn2-c2ccccc2)c(=O)[nH]1)C1CCS(=O)(=O)C1 (centres undefined)	-1	-2.1	7	-3	0	1	5	81	-0.7	-2
Cc1ccc(NC(=O)CCn2c(=O)c3cccn3c3ccccc32)cc1C	-6	-0.7	-16	x	1	-4	-8	105	-0.9	-5
O=c1[nH]c(C2CCCN(S(=O)(=O)Cc3ccccc3)C2)nc2c1nnn2Cc1cccc(Cl)c1 (centres undefined)	0	-2.6	-3	-5	-3	2	18	103	0.8	-4
C/C(=N\NC(=O)CC1N=C(Cc2ccccc2)NNC1=O)c1ccc(Br)cc1 (centres undefined)	-4	-1.6	-17	-1	6	2	-9	110	0.0	x
CCn1nc(NS(=O)(=O)c2ccccc2[N+](=O)[O-])c2cc3ccc(C)cc3nc21	0	-0.5	2	x	-4	6	48	101	-1.3	x
O=C(NC(=S)NCc1cccnc1)c1cc2ccccc2o1	2	-0.7	-12	0	-3	0	48	105	-1.6	-3
CCN(CC(=O)NCc1ccc(Cl)cc1)C(=O)COc1cccc(Cl)c1	-6	-1.5	-23	-4	7	3	0	107	0.4	0
CC(/C=C/c1ccccc1)=N\NC(=O)c1ccncc1	4	-3.1	3	-1	-7	-1	8	106	1.7	-2
CC(C)C(=O)n1nc(-c2cccnc2)nc1NCc1ccc(F)cc1	1	-1.3	4	14	0	-4	7	99	-0.5	-2
CCOC(=O)C(=O)Nc1ccccc1C#N	-4	-2.6	12	0	0	-1	16	106	-0.4	-1
O=C(Cc1ccccc1)NCC(=O)OCC(=O)c1ccc(Cl)cc1	5	-0.7	-8	-1	1	1	-9	113	1.2	1
COc1cccc(NC(=O)N2CCCC(C(=O)NC3CCCCC3C)C2)c1 (centres undefined)	-4	-2.5	-5	-8	0	0	14	96	0.3	-1
CCN(C(=O)CCCC(=O)N(CC)c1ccccc1)c1ccccc1	-2	-1.4	6	3	3	4	-3	x	-1.4	63*
O=C(NCc1ccco1)c1csc2c1CCCC2	2	0.2	x	4	0	x	-6	101	1.7	3
CCc1ccc(C2CC(c3ccc(C)cc3)Nc3nc(N)nn32)cc1 (centres undefined)	-2	-0.1	-5	x	4	3	16	110	1.3	x
COc1cc(C(=S)N2CCCC2)cc(Cl)c1OCC(=O)Nc1ccc(C)cc1C	-2	0.3	-3	-1	0	-4	0	98	2.2	-3
O=C(c1cccs1)N1CCC2(O)CCCCC2C1c1ccc(F)cc1 (centres undefined)	2	-2.1	-3	20	4	1	-2	x	-1.3	0
CSc1nnc(Cn2c(=O)sc3ccccc32)n1-c1cccc(Cl)c1	-1	-0.9	0	0	-3	0	3	105	0.0	-1
CCOC(=O)c1sc(NC(=S)NC(=O)c2ccccc2Cl)c(C(=O)OCC)c1C	2	-0.7	-1	-4	3	4	7	103	-0.1	2
CSc1ccc(S(=O)(=O)NCC(=O)OC2CCOC2=O)cc1[N+](=O)[O-] (centres undefined)	1	-1.1	-8	1	4	4	-10	95	2.2	-4
CC(C)(C)c1ccc(C(=O)Nc2ccc3c(c2)C(=O)NC3=O)cc1	0	-0.3	-13	x	5	0	12	97	-1.6	x
Fc1ccc(NC(=S)NCc2cccnc2)cc1	-1	-1.1	-5	-2	-3	-1	-3	101	-0.8	2
CC(=O)OCC(=O)NCc1ccc2c(c1)OCO2	-3	-0.1	-3	-3	0	2	4	124	0.3	-3
O=C(O)c1ccc(CNC(=O)c2ccc(Br)o2)cc1	3	-0.7	-5	1	-3	-1	13	97	-0.2	4
O=C(NC(=O)c1cc([N+](=O)[O-])ccc1Cl)C1=C(N2CCCC2)COC1=O	-2	0.0	-2	x	-3	-1	8	104	-0.4	0
Cc1cc(C)nc(N/N=C/c2ccc(Cl)cc2)n1	-6	-1.5	2	8	3	1	1	91	2.5	-2

2 entries picked at random from the list so far, as already listed:
SMILES	Keap1-Nrf2 PPI	CAL PDZ FP-1	RTF Ca sens inh	NSD2 HMT inh	V-ATPase pHluor	DAGLB inhibitor	Arrestin-AP2 inh	DSG3 Ab inh	C-LANA FP	CAL PDZ FP-2
O=C(NC(=O)c1cc([N+](=O)[O-])ccc1Cl)C1=C(N2CCCC2)COC1=O	-2	0.0	-2	x	-3	-1	8	104	-0.4	0
CC(=O)OCC(=O)NCc1ccc2c(c1)OCO2	-3	-0.1	-3	-3	0	2	4	124	0.3	-3

(cont.)
SMILES	Keap1-Nrf2 PPI	CAL PDZ FP-1	RTF Ca sens inh	NSD2 HMT inh	V-ATPase pHluor	DAGLB inhibitor	Arrestin-AP2 inh	DSG3 Ab inh	C-LANA FP	CAL PDZ FP-2
CC(=O)c1ccc(NC(=S)N2CCN(S(=O)(=O)c3ccc(F)cc3)CC2)cc1	2	-1.9	-2	-2	-4	0	5	107	-3.8	0
Cc1cc(C)n2nc(C(=O)OCC(=O)NCc3ccc(Cl)cc3)nc2n1	2	-0.5	-1	-3	5	2	-9	106	-0.9	-16
Fc1ccc(CNCc2ccccc2C(F)(F)F)cc1	3	-0.2	-6	-3	2	-5	20	x	1.3	-1
O=[N+]([O-])c1ccc2nc(N3CCCC3)sc2c1	0	0.1	-7	0	2	0	-30	94	2.5	-8
CCCCN(C(=O)c1cc(S(=O)(=O)N2CCOCC2)ccc1Cl)c1c(N)n(CC(C)C)c(=O)[nH]c1=O	2	-1.2	-6	2	2	-2	9	98	-0.7	20
CN(C)/C=C1\C=C(c2ccccc2)OC1=O	1	-0.4	-8	1	-3	4	0	96	0.7	-2
CCNC(=O)COC(=O)COc1ccc(Cl)cc1C	1	-0.2	-14	2	-7	-2	12	93	0.0	1
CCCn1c(C)cc(/C=C(\C#N)C(=O)OCC(=O)NC(=O)NCC)c1C	-1	-1.5	2	0	7	3	-6	x	0.9	-10
Cc1ccc(C(C[N+](=O)[O-])c2c(N)n(C)c(=O)n(C)c2=O)cc1 (centres undefined)	-4	-1.5	-1	2	1	0	1	x	0.3	10
CC(=O)c1ccc(NC(=S)NN2C(C)CCCC2C)cc1 (centres undefined)	0	-0.8	-4	-3	-1	-2	3	111	0.8	4
CC(=O)c1ccc(NC(=O)CN2CCCCCC2)cc1	-3	-3.7	4	-4	-1	-2	-9	111	-0.8	0
CCN(CC)CCNC(C(=O)Nc1cccc(C(C)=O)c1)c1ccccc1 (centres undefined)	-3	-3.7	7	3	0	1	6	93	0.2	-1
Cc1cc(C)n(-c2nnc(N3CCN(c4ccc(F)cc4)CC3)nn2)n1	2	-0.9	-7	x	1	4	29	103	-0.6	4
O=C(O)c1c(-c2ccccc2)nnc2ccccc12	2	-1.0	-7	2	1	0	-13	95	1.9	5
Cc1sc2nc3c(SC(C)C(=O)O)cc(C(=O)c4ccccc4O)cn3c(=O)c2c1C (centres undefined)	-4	-20	8	-2	-1	10	-7	109	-0.1	0
COc1c(C)cc(Br)cc1C(=O)Nc1ccccc1N1CCN(C(=O)c2ccccc2)CC1	3	-0.9	-1	8	-2	-2	10	96	0.0	1

Compound activity: PubChem, several laboratories
